bIAP act = increases bovine intestinal alkaline phosphatase activity; purified bovine IAP, CDP-star luminescence, 30 min; active compounds read high; fold of DMSO-control signal, blank-subtracted; activation factor at 20 µM; hit rate 0.17% among 200,000;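 active = activation factor of 2 or more at 20 µM, a signal rise over negative controls twice the positive control's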
SRC2 TRFRET art = flags TR-FRET format artefacts in PPARgamma SRC-2 recruitment agonist screen. TR-FRET artefact counter-screen; active compounds read high. TR-FRET ratio at 8 µM. hit rate 0.4% among 200,000. AID 1049; in the data active = TR-FRET ratio above about 2000; note: inactives centre near 1500
STAT3 act = STAT3 signaling activation; activation (% of control), % at 5.6 µM; AID 871; U3A cells, IL-6 STAT3-luciferase reporter, luminescence; 100% = signal with IL-6 EC80 alone; hit rate 0.91% among 190,000;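 active = activation above the screen-wide mean of compound activation plus 3 SD, cut at about 130% in these data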;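 note: 0% = background luminescence of wells with medium and substrate only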
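Assay system – human STAT1-deficient U3A cells with stable STAT3-luciferase reporter · Also added – IL-6 (33 ng/mL) · Schedule – compound 1 h, then IL-6 6 h at 37 °C · Technique – reporter luminescence signal · Evaluation – % activation versus median of IL-6-stimulated wells · Benchmarks – IL-6-only wells as 100% reference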
PPARg SRC2 recr = PPARgamma-driven SRC-2 recruitment agonism | P37231 | activation, % at 8 µM | PPARgamma LBD-SRC-2 recruitment, biochemical | hit rate 0.34% among 200,000; in the data active = activation above about 22%;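 note: 0% = vehicle and 100% = reference agonist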
Target sequence (P37231 whole entry, looked up, the tested form may be a part): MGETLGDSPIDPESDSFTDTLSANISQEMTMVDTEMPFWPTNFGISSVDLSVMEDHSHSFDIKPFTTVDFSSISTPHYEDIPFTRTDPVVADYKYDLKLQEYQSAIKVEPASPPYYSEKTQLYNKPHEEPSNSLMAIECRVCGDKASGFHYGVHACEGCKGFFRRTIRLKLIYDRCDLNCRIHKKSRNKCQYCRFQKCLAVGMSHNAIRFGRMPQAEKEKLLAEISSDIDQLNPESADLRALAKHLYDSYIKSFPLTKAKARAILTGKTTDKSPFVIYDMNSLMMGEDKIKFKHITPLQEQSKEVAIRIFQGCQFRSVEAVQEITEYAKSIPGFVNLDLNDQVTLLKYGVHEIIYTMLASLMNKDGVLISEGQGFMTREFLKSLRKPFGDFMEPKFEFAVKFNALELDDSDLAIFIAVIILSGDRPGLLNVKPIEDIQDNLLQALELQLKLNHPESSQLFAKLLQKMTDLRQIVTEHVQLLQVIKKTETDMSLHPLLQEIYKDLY
STAT3 inh = reduces IL-6 driven STAT3 reporter signal; inhibition, % at 5.5 µM; AID 862; hit rate 0.89% among 190,000; U3A cells, IL-6 STAT3-luciferase reporter, luminescence; host cell line lacks STAT1;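 active = inhibition above the mean inhibition across all screened compounds plus 3 SD, cut at about 44% in these data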;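 note: 0% = DMSO only wells and 100% = 100 µM nifuroxazide control wells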
ROMK primary = modulates human ROMK potassium channel activity. P48048. Tet-inducible ROMK, thallium flux fluorescence; actives lie on both sides. B-score at 10 µM. hit rate 2% among 130,000;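 active = signal ratio slope over the read window, or its plate-corrected B-score, at least 3 SD from the plate mean, either direction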;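 note: B-score of the F/F0 ratio slope over 7 to 12 s after thallium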
Target sequence (P48048 whole entry, looked up): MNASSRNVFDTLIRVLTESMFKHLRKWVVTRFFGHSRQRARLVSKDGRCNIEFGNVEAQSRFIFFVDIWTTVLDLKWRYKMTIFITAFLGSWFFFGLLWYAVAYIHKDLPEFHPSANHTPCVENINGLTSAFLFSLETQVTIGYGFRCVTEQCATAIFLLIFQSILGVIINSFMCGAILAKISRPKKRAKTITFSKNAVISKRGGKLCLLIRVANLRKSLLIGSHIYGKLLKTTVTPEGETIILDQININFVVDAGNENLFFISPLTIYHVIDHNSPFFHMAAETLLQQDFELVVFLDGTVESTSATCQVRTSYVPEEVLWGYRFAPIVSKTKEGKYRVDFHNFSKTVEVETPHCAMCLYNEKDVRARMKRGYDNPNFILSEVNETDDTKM
PPARg SRC-3 ag = agonists of human PPARgamma SRC-3 coactivator recruitment. biochemical PPARgamma/SRC-3 coactivator recruitment assay. activation, % at 8 µM. hit rate 0.26% among 200,000. AID 731; in the data active = activation above about 23%;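 note: 0% = DMSO and 100% = reference agonist; some compounds past the cut are filed as inactive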
STAT1 inh = inhibitors of IFN-gamma induced STAT1 signaling; hit rate 0.35% among 200,000; inhibition, % at 5.5 µM; NIH 3T3 STAT1-luciferase reporter, luminescence;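 active = inhibition above a set limit, the mean inhibition across all tested compounds plus 3 SD, cut at about 34% in these data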;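 note: 0% = IFN-gamma with DMSO and 100% = IFN-gamma with 300 µM nifuroxazide; values of inactives mirror those of a sister screen read the other way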
PPARg SRC1 recr = promotes SRC-1 coactivator recruitment by human PPARgamma; P37231; activation, % at 8 µM; PPARgamma-SRC-1 coactivator recruitment biochemical assay; hit rate 0.41% among 200,000; in the data active = activation above about 19%;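 note: 0% = DMSO and 100% = reference agonist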
bIAP inh = blocks bovine intestinal alkaline phosphatase activity | purified bovine IAP, CDP-star luminescence, 30 min | inhibition, % at 20 µM | 190,000 tested, under 10 active | AID 1019;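 active = over 50% inhibition of intestinal alkaline phosphatase at 20 µM in the single-dose screen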
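Assay system: bovine IAP enzyme; medium: DEA buffer 100 mM, pH 9.8, with MgCl2 1.0 mM, ZnCl2 0.02 mM; doses: 20 µM single dose; incubation: enzyme reaction for 30 min at room temperature; detection: CDP-star luminescence signal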
TNAP act hi DEA = TNAP (human) activation, high acceptor. P05186. purified TNAP, CDP-star luminescence, 1 M DEA, 30 min; active compounds read high; 0 = EDTA background, 1 = DMSO-only activity. activation factor at 20 µM. 200,000 tested, under 10 active;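 active = activation factor at least 2 at 20 µM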
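Measured by: Luminescent substrate turnover signal | Test system: Human TNAP | Input: TNAP 1/800 final | Dosing: 20 µM single point | Schedule: 30 min, room temperature | Controls: EDTA wells as negative control, DMSO wells as positive control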
Numbers without * were called inactive; . = not tested or not shown.

SMILES	bIAP act	SRC2 TRFRET art	STAT3 act	PPARg SRC2 recr	STAT3 inh	ROMK primary	PPARg SRC-3 ag	STAT1 inh	PPARg SRC1 recr	bIAP inh	TNAP act hi DEA
CCCCS(=O)(=O)NC1=NCN(CCOC(=O)c2ccccc2)CN1	.	1407	97	-3	5	.	4	4	0	.	.
C=CCc1cccc2cc(C(=O)NC(C)(C)C)c(=O)oc12	0.9	1575	92	12	12	7.4*	6	0	0	12	1
Cc1ccc(S(=O)(=O)NCCC(c2ccc(F)cc2)c2ccco2)cc1 (stereo unspecified)	0.9	1566	96	6	3	0.24	4	-19	6	12	1
CCOc1ccc(C2N(c3ccc(Cl)cc3)C(=O)C3CCCN32)cc1OC (stereo unspecified)	1.1	1498	106	2	-3	.	-7	15	-2	-11	1
Cc1ccc(C(=O)CC2(O)C(=O)N(CN3CCOCC3)c3ccccc32)cc1 (stereo unspecified)	1	1472	102	-5	2	.	-16	-3	-11	-1	1
Cc1cc(N2CC(=O)N(CCc3ccccc3)C(=O)C2)n2ncnc2n1	0.9	1480	99	-2	5	.	-11	4	-6	10	1
CC(C)(C)NC(=O)c1ccc(Sc2ccccc2)c([N+](=O)[O-])c1	0.8	1601	100	-2	6	.	2	5	5	18	1
COc1ccc(/C=C/C(=O)NCCN2CCOCC2)cc1OC	1.1	1573	99	-3	6	0.2	2	-5	0	-12	1.1
NC(=O)NC(=O)CSc1nnc(-c2ccco2)n1Cc1ccccc1	0.9	1494	98	5	6	.	8	4	5	9	1.1
Cc1cccc(OCCCC(=O)Nc2ccc(N3CCOCC3)cc2)c1	0.9	1569	93	6	9	0.76	2	9	4	10	1.1
C/C(=N\NC(=O)CSc1nc2nc(C)cc(C)n2n1)c1ccccc1	1	1619	100	3	3	0.84	2	3	-1	2	1
CC(C)[C@H](NC(=O)Cc1ccccc1)C(=O)OCc1cc(=O)n2c(n1)sc1ccccc12	0.9	1402	104	4	1	.	8	6	7	9	1
CCOC(=O)C1=C(CC)Nc2ccccc2N=C1NC(=O)c1cc(S(=O)(=O)N(C)C)ccc1Cl	0.9	1465	106	-2	-6	-0.047	3	-1	-3	12	1.1
CCN1CCCc2cc(CN(CCN3CCOCC3)C(=S)Nc3ccccc3C)ccc21	1	1582	99	-8	9	0.9	3	3	8	0	1
CC(Sc1ccc(Cl)cc1)C(=O)NCC1CCCO1 (stereo unspecified)	0.8	1672	93	4	8	-0.013	-5	5	2	16	1.1
CCOC(=O)CN(C)C(=O)CCc1nnc(-c2ccsc2)o1	1	1295	108	1	-6	-0.3	-1	-20	6	-1	1.1
CC(C)OC(=O)c1c(NC(=O)c2cnn3c2NC(c2ccccc2)CC3C(F)F)sc2c1CCCC2 (stereo unspecified)	0.9	1700	92	3	12	.	14	8	3	8	1
CC(C)(C)c1ccc(S(=O)(=O)Nc2ccc(Cc3ccncc3)cc2)cc1	1	1543	95	2	4	-0.11	0	-3	3	2	1
CN(CC(=O)Nc1ccc(S(=O)(=O)N2CCCC2)cc1)Cc1ccc(Cl)c(Cl)c1	1.2	1560	106	-12	-4	0.029	-3	-4	-8	-20	1
Cc1cc(C(=O)NC2CCCc3ccccc32)c(C)o1 (stereo unspecified)	0.8	1539	97	2	9	-0.21	9	0	-1	15	1.1
Cc1cc(NC(=O)COC(=O)c2ccc(F)c(S(=O)(=O)N3CCOCC3)c2)no1	0.9	1540	102	-3	2	0.36	0	-5	6	8	1
CC(C)Cn1c(N)c(C(=O)COC(=O)c2cccc(F)c2)c(=O)n(C)c1=O	1.3	1631	91	4	15	0.042	6	5	1	-27	1
OC(COc1ccccc1)CN1C2=NCCCN2c2ccccc21 (stereo unspecified)	0.9	1363	104	-1	-1	1.1	-10	-1	-4	7	1
O=C(NCc1cccs1)C(=O)NCC(c1ccco1)N1CCN(c2ccc(F)cc2)CC1 (stereo unspecified)	1.1	1458	104	-4	6	-1.5	2	3	2	-7	1
Cc1c(Nc2nc(-c3ccccc3)cs2)c(=O)n(-c2ccccc2)n1C	0.9	1643	105	2	0	.	5	7	9	13	1

Given with two lines to a compound: four of the compounds above.
Screens in order: bIAP act, SRC2 TRFRET art, STAT3 act, PPARg SRC2 recr, STAT3 inh, ROMK primary, PPARg SRC-3 ag, STAT1 inh, PPARg SRC1 recr, bIAP inh, TNAP act hi DEA
- COc1ccc(/C=C/C(=O)NCCN2CCOCC2)cc1OC
 : 1.1, 1573, 99, -3, 6, 0.2, 2, -5, 0, -12, 1.1
- CCOC(=O)CN(C)C(=O)CCc1nnc(-c2ccsc2)o1
 : 1, 1295, 108, 1, -6, -0.3, -1, -20, 6, -1, 1.1
- CC(C)(C)c1ccc(S(=O)(=O)Nc2ccc(Cc3ccncc3)cc2)cc1
 : 1, 1543, 95, 2, 4, -0.11, 0, -3, 3, 2, 1
- CCN1CCCc2cc(CN(CCN3CCOCC3)C(=S)Nc3ccccc3C)ccc21
 : 1, 1582, 99, -8, 9, 0.9, 3, 3, 8, 0, 1

Shown as a hit in ROMK primary, among the entries above:
smiles | bIAP act | STAT3 act | PPARg SRC2 recr | ROMK primary | PPARg SRC-3 ag | STAT1 inh | PPARg SRC1 recr | bIAP inh | TNAP act hi DEA
C=CCc1cccc2cc(C(=O)NC(C)(C)C)c(=O)oc12 | 0.9 | 92 | 12 | 7.4* | 6 | 0 | 0 | 12 | 1

New compounds follow:
SMILES	bIAP act	SRC2 TRFRET art	STAT3 act	PPARg SRC2 recr	STAT3 inh	ROMK primary	PPARg SRC-3 ag	STAT1 inh	PPARg SRC1 recr	bIAP inh	TNAP act hi DEA
CC(=O)Nc1cc(C(=O)OCC(=O)c2ccccc2)ccc1C	0.9	1620	98	7	5	.	2	-41	5	9	1
COc1cc(OC)c(S(=O)(=O)Nc2ccc(C(=O)N3CCCC3)cc2)cc1NC(C)=O	1	1659	113	-7	-15	0.065	-6	3	0	3	1
O=C(NN1CCN(Cc2ccccc2)CC1)c1ccc(N2CCOCC2)c([N+](=O)[O-])c1	1	1610	101	-2	0	0.79	-4	4	2	-2	1
COc1ccccc1-c1c(-c2ccc(OCC(=O)NN)cc2O)n[nH]c1C(F)(F)F	1.1	1484	105	0	-6	0.98	-3	15	-4	-10	1
COCCCNC(=S)Nc1ccc(CC(=O)O)cc1	1	1245	99	-10	3	.	-6	5	-6	-2	1
CCOC(=O)C1CCN(CCC(=O)Nc2ccccc2Cl)CC1	0.9	1651	97	-2	7	.	1	5	-5	8	1.1
O=C1N(Cc2cccc(Cl)c2)C[C@@H]2C[C@@H](c3ccc4nonc4c3)N3CCC[C@@]123	1.2	1767	107	5	-6	.	3	-3	4	-20	1
O=C(NCc1ccccc1)c1cccc(Br)n1	0.9	1370	93	7	5	-0.72	-3	14	-3	5	1
CCO[C@@H]1OC(C(=O)NCc2ccccc2)=C[C@H](c2coc3ccccc3c2=O)[C@H]1CCCO	1.1	1652	.	1	.	.	3	-4	5	-7	1
CCOC(=O)c1[nH]c2ccccc2c1NC(=O)c1ccc(S(=O)(=O)N2CCOCC2)cc1	0.9	1347	129	-1	-34	-1.3	7	3	4	9	1
Cc1ccc(S(=O)(=O)Cc2ccccc2Cl)cc1	0.9	1503	81	6	26	.	-1	3	4	10	1
O=C(O)c1cccnc1Cl	0.7	1426	97	-1	6	.	3	10	3	29	1
Fc1ccc(-c2nc3c(-c4ccc(Cl)cc4)cnn3cc2CCN2CCOCC2)cc1	0.9	1682	88	-1	18	-0.031	1	5	4	7	1.1
Cc1ccc2c(O)c(C)c(=O)[nH]c2n1	1.2	1579	104	-5	-2	.	2	-8	-2	-18	1.1
CC(C)c1ccc(N(CC(=O)O)S(=O)(=O)c2cccnc2)cc1	0.9	1386	101	2	4	.	4	-4	-6	15	1.1
CC(=O)Nc1ccc(C(=O)OCc2ccccc2Br)cc1	1.1	1449	95	6	9	0.94	0	-20	-5	-7	1
O=C1CCC(=O)N1CCc1c[nH]c2ccccc12	0.9	1558	75	1	32	.	-9	6	-1	8	1
O=C(/C=C/c1ccc(Cl)cc1Cl)c1nc2ccccc2[nH]1	0.6	1548	94	3	13	.	-7	-1	6	37	1
Cc1ccc(S(=O)(=O)N2CCCOC2CNC(=O)C(=O)NCCc2c[nH]c3ccccc23)cc1 (stereo unspecified)	1.1	1567	97	-2	9	.	3	0	3	-6	1
CC(C)c1ccc(/C=C/C(=O)NCCCc2ccccc2)cc1	0.8	1544	108	7	-9	-0.28	-8	-10	-2	22	0.9
COCCN(C(=O)CNC(=O)c1cccs1)C(C(=O)NC(C)(C)C)c1ccccc1 (stereo unspecified)	1.2	1638	97	3	6	0.031	1	-1	9	-18	1.1
COc1ccc2cc(S(=O)(=O)n3cnc(C)c3)ccc2c1	1.2	1566	97	3	8	-1.6	3	9	2	-20	1
O=C(Nc1ccccc1)Nc1ccccn1	0.8	1610	92	1	11	.	6	-20	0	20	1
Cc1ccc(-n2nnc3ccccc3c2=O)cc1C	0.9	1304	102	-3	4	-0.69	-5	-35	2	7	1.1
COC(=O)c1ccc(NC(=O)CN(c2ccc(C)cc2)S(=O)(=O)c2c(C)nn(C)c2C)cc1	0.9	1407	101	1	-4	-0.21	-15	2	-5	7	1.1

One compound at a time (already shown). Values in the order: bIAP act	SRC2 TRFRET art	STAT3 act	PPARg SRC2 recr	STAT3 inh	ROMK primary	PPARg SRC-3 ag	STAT1 inh	PPARg SRC1 recr	bIAP inh	TNAP act hi DEA
Cc1cc(C(=O)NC2CCCc3ccccc32)c(C)o1 (stereo unspecified) is entered as 0.8	1539	97	2	9	-0.21	9	0	-1	15	1.1
CCO[C@@H]1OC(C(=O)NCc2ccccc2)=C[C@H](c2coc3ccccc3c2=O)[C@H]1CCCO is entered as 1.1	1652	.	1	.	.	3	-4	5	-7	1
CC(=O)Nc1ccc(C(=O)OCc2ccccc2Br)cc1 is entered as 1.1	1449	95	6	9	0.94	0	-20	-5	-7	1
